Bioassay records as filed in PubChem.
DDE Tn7 FP inh: DD(E)-Tn7 binding inhibition, primary FP screen | P02675 | inhibition, % at 8.3 µM | 370,000 tested, 0.13% active | FP displacement of FITC-Tn7 peptide from fibrin DD(E); 0% = median of compound wells per plate;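 active = inhibition above the mean of compounds falling within the control limits plus 3 SD of them, cut at about 14% in these data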;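 note: 0% = plate median of compound wells and 100% = 10 µM Aha-Tn7 peptide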
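Test system: human clot-derived fibrin DD(E) complex / Quantity: 2 µM final DD(E) protein / Incubation: 10 min plus 3 h, room temperature / Measured by: fluorescence polarization / Benchmarks: high control of 10 µM Aha-Tn7 peptide / Replicates: singlicate testing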
DDE Tn6 FP inh: inhibitors of Tn6 peptide binding to human fibrin DD(E) | P02675 | Fibrin DD(E) TRITC-Tn6 fluorescence polarization displacement | inhibition, % at 8.3 µM | 370,000 tested, 0.21% active;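 active = inhibition above a per-campaign cutoff: mean of compounds within control limits plus 3 SD, cut at about 15% in these data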;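 note: 0% = median of all compound wells on the plate and 100% = blocking peptide control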
ASAP1 GAP inh: blocks human ASAP1-stimulated Arf1 GTP hydrolysis | 360,000 tested, 0.19% active | GDP FP detection | inhibition, % at 16.5 µM | Q9ULH1 | AID 624377; in the data active = inhibition above about 25%;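 note: 0% = vehicle with enzyme and substrate and 100% = no enzyme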
PLCb3 inh: inhibitors of human phospholipase C beta3; inhibition, % at 12.2 µM; Purified PLC-beta3, fluorogenic substrate, fluorescence; 370,000 tested, 0.18% active; AID 720704; in the data active = inhibition above about 11%;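 note: 0% = median of compound wells on plate and 100% = full blocker control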
UHRF1 MBD2 ctr: human UHRF1 methylated DNA binding inhibitors. UHRF1 binding to methylated oligo, TR-FRET. AID 687016. Q96T88. 370,000 tested, 0.75% active. inhibition, % at 4.4 µM; in the data active = inhibition above about 21%;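 note: UHRF1 SRA domain binding a hemimethylated CpG hairpin DNA probe; 0% = median of test compound wells and 100% = reference inhibitor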
sPLA2-III inh: Inhibits HGIII-sPLA2 liposome hydrolysis, primary screen; QFRET BODIPY PC-A2 liposome hydrolysis, fluorescence; inhibition, % at 12.2 µM; 370,000 tested, 0.56% active; AID 743126;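 active = inhibition above mean plus 3 SD of compounds lying within the high and low control bounds, cut at about 19% in these data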;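 note: 0% = median of test compound wells and 100% = no enzyme DMSO wells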
Target sequence (Q9NZ20 whole entry, looked up): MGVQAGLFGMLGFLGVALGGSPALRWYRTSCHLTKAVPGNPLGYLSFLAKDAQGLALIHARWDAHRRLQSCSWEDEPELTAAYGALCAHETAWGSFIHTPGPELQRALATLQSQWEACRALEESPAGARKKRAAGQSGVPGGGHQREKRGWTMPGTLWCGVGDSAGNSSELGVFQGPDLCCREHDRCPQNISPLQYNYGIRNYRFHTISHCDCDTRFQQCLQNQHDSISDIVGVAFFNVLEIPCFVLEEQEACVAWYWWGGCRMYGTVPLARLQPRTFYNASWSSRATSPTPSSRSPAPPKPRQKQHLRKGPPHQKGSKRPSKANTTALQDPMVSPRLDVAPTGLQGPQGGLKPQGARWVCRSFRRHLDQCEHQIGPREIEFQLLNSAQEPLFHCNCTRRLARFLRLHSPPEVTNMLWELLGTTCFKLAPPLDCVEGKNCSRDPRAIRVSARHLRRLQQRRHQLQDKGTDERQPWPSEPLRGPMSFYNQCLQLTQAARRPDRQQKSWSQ
ARFGAP1 inh: inhibitors of rat ARFGAP1; AID 651572; 360,000 tested, 0.26% active; Arfgap1-stimulated ARF1 GTP hydrolysis, GDP FP detection; inhibition, % at 16.5 µM; Q62848;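 active = inhibition above a per-plate limit, mean inhibition of low control wells plus 3 SD, cut at about 25% in these data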;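 note: 0% = DMSO wells with enzyme and 100% = wells lacking Arfgap1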
Target sequence (Q62848 1-136 limits assumed): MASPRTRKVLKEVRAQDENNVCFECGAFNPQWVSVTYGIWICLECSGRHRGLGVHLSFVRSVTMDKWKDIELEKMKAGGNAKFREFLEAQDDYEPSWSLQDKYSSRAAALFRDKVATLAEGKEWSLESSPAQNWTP
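Replicates: Single well per compound | Assay system: Truncated rat Arfgap1 GAP domain | Control set: No-Arfgap1 wells (100%) versus DMSO full-reaction wells (0%) | Times: Enzyme reaction 120 min at 25 °C after 20 min preincubation | Reagent: Human ARF1(Δ1-17)-GTP substrate | Measured by: Tracer-displacement fluorescence polarization with EDTA stop, 620/688 nm | Measure: Percent inhibition of Arfgap1-stimulated GTP hydrolysis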
PLCg1 inh: blocks human PLC-gamma1 enzyme activity; P19174; purified PLC-gamma1, fluorogenic substrate, fluorescence; inhibition, % at 12.2 µM; 370,000 tested, 0.84% active; AID 720700; in the data active = inhibition above about 9.5%
NR1D1 modulator: modulates human Rev-erb alpha binding to DNA; P20393; Rev-erbα–FITC-DNA binding, fluorescence polarization, 90 min; activity, % at 10 µM; 370,000 tested, 0.79% active; AID 1259318;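 active = activity above about 14%, limit read from the data; passing the limit was not always enough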;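 note: 0% = DMSO wells with 35 nM protein and 100% = DMSO wells with 750 nM protein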
proKLK7 act: activates the human kallikrein-7 zymogen | P49862 | purified proKLK7, EDANS-DABCYL substrate fluorescence; 100% is mature enzyme control, 0% vehicle | activation, % at 7 µM | 370,000 tested, 0.9% active | AID 652039;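 active = activation above the mean of all tested compounds plus 3 SD, computed per campaign excluding outliers beyond control limits, cut at about 13% in these data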
Target sequence (P49862 whole entry, looked up): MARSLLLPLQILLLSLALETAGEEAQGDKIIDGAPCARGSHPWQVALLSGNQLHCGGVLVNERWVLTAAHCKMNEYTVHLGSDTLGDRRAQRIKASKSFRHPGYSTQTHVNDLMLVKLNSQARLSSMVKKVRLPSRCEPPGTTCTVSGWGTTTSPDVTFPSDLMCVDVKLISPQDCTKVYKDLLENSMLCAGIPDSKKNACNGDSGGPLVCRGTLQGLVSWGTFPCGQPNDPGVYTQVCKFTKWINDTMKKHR
* hit, by the source's call; i = inactive; x = not tested or not shown. Compounds were not picked by outcome. Share with any hit: about 4.5%.

Second line of a record: DDE Tn7 FP inh | DDE Tn6 FP inh | ASAP1 GAP inh | PLCb3 inh | UHRF1 MBD2 ctr | sPLA2-III inh | ARFGAP1 inh | PLCg1 inh | NR1D1 modulator | proKLK7 act
> Cc1cccc(C(C)C)c1NC(=O)CN1C(=O)NC(Cc2ccccc2)C1=O (centres undefined)
  -5 | 2 | -1 | 0 | 2 | 10 | -8 | 5 | 1 | 0.0
> CCOC(=O)COn1c(=O)c(=O)n(OC)c2ccccc21
  1 | 0 | -17 | 6 | -1 | 9 | 4 | 5 | 1 | -0.4
> Cc1cccc(NC(=O)N2CCCC(CNC(=O)c3ccccc3Cl)C2)c1C (centres undefined)
  -2 | 4 | 11 | -7 | 1 | 5 | 2 | -2 | 1 | 0.0
> O=C(OCC(=O)N1CCCC1=O)c1ccc(F)c(S(=O)(=O)N2CCOCC2)c1
  -4 | -2 | -1 | -7 | -2 | 0 | 5 | 0 | -1 | 0.5
> Cc1cccc2ccccc12
  -11 | -6 | -5 | 2 | -3 | -4 | 8 | 4 | -2 | 0.7
> COc1ccc(S(=O)(=O)N(C)C)cc1NC(=O)CCNC(=O)c1ccccc1OC
  0 | 5 | -11 | -1 | -3 | -5 | -9 | 2 | -1 | 0.1
> CCOC(=O)C1CCN(CCC(=O)Nc2ccc(Br)cc2)CC1
  2 | 5 | 1 | -1 | -2 | 8 | -6 | -1 | 9 | 0.0
> COc1cccc(C(=O)NCC2(c3ccccc3)CCCC2)c1OC
  0 | -1 | 3 | -2 | -1 | -3 | -2 | -3 | -2 | 0.3
> O=C1CC(c2ccco2)CC(O)=C1C=NCCO (centres undefined)
  4 | -2 | 2 | -2 | 0 | -5 | 3 | -1 | -1 | 0.6
> CC(=O)c1cccc(NC(=O)c2ccc(C)c(S(=O)(=O)N3CCOCC3)c2)c1
  3 | 5 | 0 | -6 | 0 | 1 | 1 | -1 | 0 | -0.8
> Cc1cc(C)nc(N/N=C/C2=C(O)CC(c3ccc(F)cc3)CC2=O)n1 (centres undefined)
  0 | 4 | -14 | -17 | -3 | -19 | -9 | -9 | -1 | -0.4
> O=C(c1[nH]c(C(F)(F)F)nc1-c1ccccc1)N1CCN(c2ccccn2)CC1
  0 | 0 | 7 | 0 | -2 | -7 | -10 | -3 | -1 | 0.3
> COc1ccc2oc(=O)c(C(=O)N3CCc4ccccc43)cc2c1
  10 | 11 | 6 | -1 | -1 | 2 | -3 | 0 | 0 | 0.1
> CC1=C(C(=O)N2CCOCC2)C(c2c(F)cccc2F)NC(=O)N1 (centres undefined)
  0 | 1 | 3 | 1 | 0 | -2 | -6 | 1 | -2 | 0.1
> COCCNC(=O)C1CC(=O)N(c2ccc(F)c(Cl)c2)C1 (centres undefined)
  2 | -5 | 11 | 0 | 1 | 7 | -2 | -1 | -4 | 0.1
> c1ccc(CCNc2cnccn2)cc1
  5 | 8 | 3 | -221 | -2 | 0 | -3 | -149 | 5 | -8.3
> O=C(Cn1cnc2ccccc2c1=O)NCCCN1CCCC1=O
  -2 | -1 | -11 | -13 | -2 | 6 | 2 | -9 | 6 | -1.6
> COc1cccc(/C=C2\C=C(c3ccc(C)cc3)OC2=O)c1OC(C)=O
  -4 | -5 | 7 | -33 | 1 | -30 | 17 | -18 | -10 | -1.0
> CC(C)CC(=O)Nc1ccc2c(c1)oc1ccccc12
  3 | -7 | -11 | 4 | -1 | -7 | -7 | -3 | 6 | -0.7
> c1csc(-c2nnc(Cc3cccc4ccccc34)o2)c1
  1 | -1 | -10 | 1 | 1 | -8 | 6 | 0 | 2 | -0.2
> Cc1ccc2c(c1)N(CC(=O)N1CCCC1)C(=O)c1cccnc1O2
  5 | 1 | 18 | -4 | 1 | 5 | 1 | 7 | 1 | -0.5
> COc1ccc(N2CCN(C(=O)COC(=O)COc3cccc(C(F)(F)F)c3)CC2)cc1
  -4 | 2 | 9 | -4 | 1 | 4 | 9 | 0 | -9 | 0.6
> C=CCn1c(SCC#N)nc2c(c1=O)C(C)(C)Cc1ccccc1-2
  -2 | 0 | 5 | -4 | 2 | 0 | 2 | -2 | 0 | 0.3
> CN(C)C(=O)C[C@@H]1CC[C@@H](NC(=O)C2CCC2)[C@@H](CO)O1
  -10 | 0 | -6 | -2 | -1 | 0 | 7 | 1 | -4 | 0.1
> O=c1c2ccccc2nc(-c2ccoc2)n1CCc1ccccc1
  -3 | 0 | -8 | -3 | -2 | -3 | 1 | 1 | 10 | 0.1
> CSc1nc2c(cnn2-c2ccccc2)c(=O)n1N
  -3 | 7 | 1 | 3 | -1 | 3 | 3 | -1 | -1 | -1.2
> Cn1ccc2c(-c3ccc(C(N)=O)cc3)cc3c(c21)C1CCC3O1 (centres undefined)
  5 | -2 | 3 | i | 1 | 7 | 4 | i | 5 | -0.4
> CN(c1ccccc1)S(=O)(=O)c1ccc(C(=O)NCc2ccccc2CN2CCCC2)cc1
  -2 | -5 | -6 | 4 | 7 | 1 | 6 | 3 | 2 | -0.3
> Cc1ccc(N2C(=O)C3CCCN3C2=S)c(C)c1 (centres undefined)
  -10 | 1 | -9 | 3 | 3 | -80 | 10 | 0 | -2 | 0.4
> O=C(CCn1nc(-c2ccc(Cl)cc2)ccc1=O)NCc1ccccn1
  -4 | 5 | 2 | 2 | -3 | -1 | 20 | 2 | 7 | 0.7

The final 2 entries of the section above come first, to join the parts.
Second line of a record: DDE Tn7 FP inh | DDE Tn6 FP inh | ASAP1 GAP inh | PLCb3 inh | UHRF1 MBD2 ctr | sPLA2-III inh | ARFGAP1 inh | PLCg1 inh | NR1D1 modulator | proKLK7 act
> Cc1ccc(N2C(=O)C3CCCN3C2=S)c(C)c1 (centres undefined)
  -10 | 1 | -9 | 3 | 3 | -80 | 10 | 0 | -2 | 0.4
> O=C(CCn1nc(-c2ccc(Cl)cc2)ccc1=O)NCc1ccccn1
  -4 | 5 | 2 | 2 | -3 | -1 | 20 | 2 | 7 | 0.7
> COc1cccc(NC(=O)CN(C)C(=O)c2cccc(NS(=O)(=O)c3ccc(Br)cc3)c2)c1
  -1 | -7 | 3 | -7 | 3 | -33 | 4 | -2 | -5 | 0.0
> O=C(N/N=C/c1ccccc1O)C1SCCCS1
  2 | 4 | 0 | -40 | -1 | -5 | -2 | -32 | -2 | -50
> Cc1ccc(C2Cc3cc(O)c(O)cc3CN2)cc1 (centres undefined)
  -5 | -2 | -7 | -8 | 2 | -19 | 6 | -2 | 7 | 0.8
> CC(=O)Nc1ccc(C(=O)OCC(=O)Nc2ccccc2Sc2ccccc2)cc1
  1 | 3 | 8 | 4 | 0 | -10 | 3 | 7 | -2 | 0.0
> Cc1cc(C)cc(NC(=O)NCc2c(-c3ccccc3)noc2C)c1
  7 | 1 | -4 | -8 | -3 | -26 | -1 | 2 | -2 | -0.2
> COc1ccc(C(=O)NOCc2ccccc2)cc1
  4 | -2 | 6 | 6 | -2 | 1 | -2 | 3 | 1 | 0.5
> COC(=O)c1sc2nc(-c3ccccc3)c3c(c2c1N)CCCC3
  4 | 10 | 4 | -62 | -3 | 5 | 8 | -52 | 69* | 0.2
> C=CCNc1nnc(-c2ccncc2)s1
  0 | -1 | 8 | -145 | -1 | 4 | 12 | -123 | -1 | -1.9
> Cc1onc(-c2c(Cl)cccc2Cl)c1COC(=O)c1ccc(Cl)cc1
  -2 | 4 | 5 | -11 | -1 | -5 | -9 | 0 | 2 | 0.3
> COc1ccc(C2(c3ccc(OC)cc3)NC(=O)N(CC(=O)Nc3ccccc3)C2=O)cc1
  -2 | 2 | -12 | -2 | 0 | -31 | -5 | 0 | -2 | 0.1
> CCC[C@@H](/C=C/C(=O)OC(C)(C)C)Sc1ccc(N)cc1
  2 | 4 | x | 0 | -2 | 15 | x | 1 | 1 | 0.9
> COc1ccc(NC(=O)CSc2nccn2Cc2ccco2)c(OC)c1
  0 | -8 | 10 | -4 | 4 | 9 | 12 | 0 | 4 | -0.6
> O=C(O)Cc1ccc(NC(=O)COc2ccc3ccccc3c2)cc1
  4 | 9 | -23 | -9 | -1 | -4 | -13 | 0 | -2 | 0.1
> CCOc1ccc(OCCC(=O)OCC(=O)Nc2ccc(Cl)cn2)cc1
  -2 | -2 | -1 | -6 | -1 | 7 | 3 | 5 | -7 | -0.7
> COCCN1CC(C(=O)N2CCC(Oc3ccccc3OC)CC2)CCC1=O (centres undefined)
  3 | 5 | -10 | -4 | -4 | 0 | 4 | -4 | 0 | 0.5
> COc1ccc(CSc2nnc(C)n2N)cc1
  3 | 0 | 10 | 6 | -1 | 6 | 1 | 4 | -6 | -0.4
> CCCCNC(=O)C1CCN(C(=O)Nc2ccc(C)cc2)CC1
  5 | -7 | 8 | 0 | 1 | 1 | 1 | -2 | -3 | 0.6
> O=C(CCl)Nc1cc(SCC(O)CO)cc([N+](=O)[O-])c1 (centres undefined)
  3 | 3 | -3 | 7 | -4 | -3 | 2 | 3 | -1 | 0.6

Among those listed so far, seven contain an aryl thioether with sulfur outside any ring.
Second line of a record: DDE Tn7 FP inh | DDE Tn6 FP inh | ASAP1 GAP inh | PLCb3 inh | UHRF1 MBD2 ctr | sPLA2-III inh | ARFGAP1 inh | PLCg1 inh | NR1D1 modulator | proKLK7 act
> C=CCn1c(SCC#N)nc2c(c1=O)C(C)(C)Cc1ccccc1-2
  -2 | 0 | 5 | -4 | 2 | 0 | 2 | -2 | 0 | 0.3
> CSc1nc2c(cnn2-c2ccccc2)c(=O)n1N
  -3 | 7 | 1 | 3 | -1 | 3 | 3 | -1 | -1 | -1.2
> CC(=O)Nc1ccc(C(=O)OCC(=O)Nc2ccccc2Sc2ccccc2)cc1
  1 | 3 | 8 | 4 | 0 | -10 | 3 | 7 | -2 | 0.0
> CCC[C@@H](/C=C/C(=O)OC(C)(C)C)Sc1ccc(N)cc1
  2 | 4 | x | 0 | -2 | 15 | x | 1 | 1 | 0.9
> COc1ccc(NC(=O)CSc2nccn2Cc2ccco2)c(OC)c1
  0 | -8 | 10 | -4 | 4 | 9 | 12 | 0 | 4 | -0.6
> COc1ccc(CSc2nnc(C)n2N)cc1
  3 | 0 | 10 | 6 | -1 | 6 | 1 | 4 | -6 | -0.4
> O=C(CCl)Nc1cc(SCC(O)CO)cc([N+](=O)[O-])c1 (centres undefined)
  3 | 3 | -3 | 7 | -4 | -3 | 2 | 3 | -1 | 0.6
